PriA SSB inh: blocks PriA binding to SSB C-terminal tail; AlphaScreen SSBct-PriA binding, biotinylated peptide; inhibition, % at 33 µM; hit rate 0.6% among 430,000; AID 1272365; in the data active = inhibition mostly above about 37%, no sharp cut-off; inactive = mostly below about 20%;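 also: plate controls were negative control peptide for no effect and reference peptide for full effect; strong numbers were not always called active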
* = called active by the depositor; & = joins results of further samples. These rows are one share of the data (hit frequency here may not be typical).

A first look, 2 compounds:
No.	structure	PriA SSB inh
1	Cc1ccc(CN2CCN(N=Cc3cccnc3)CC2)c(C)c1	12
2	COc1ccc(OC)c(NC(=O)c2cc(-c3ccco3)nc3c2c(C)nn3C2CCS(=O)(=O)C2)c1 (configuration not stated)	7

The whole of this part, repeating the preview:
No.	structure	PriA SSB inh
1	Cc1ccc(CN2CCN(N=Cc3cccnc3)CC2)c(C)c1	12
2	COc1ccc(OC)c(NC(=O)c2cc(-c3ccco3)nc3c2c(C)nn3C2CCS(=O)(=O)C2)c1 (configuration not stated)	7
3	Cn1c(=O)n(C)c2cc(C=NNC(=O)c3ccc(Cl)cc3Cl)ccc21	-1
4	Cc1ccc(-c2nc(C)cc(OCC(=O)NCc3ccccc3Cl)n2)cc1	2
5	O=C(Cc1ccc(Cl)s1)Nc1nc2ccc3ccccc3c2s1	0&1
6	COc1cccc(-c2ccc(=O)n(CCCC(=O)NCCc3ccccc3)n2)c1	-4
7	CCc1nnc(C2CCN(S(=O)(=O)c3ccc(F)cc3)CC2)s1	-5&-4
8	CNC(=O)c1cccc(-c2noc(C3CN(C(=O)Nc4ccc(Cl)c(Cl)c4)C3)n2)c1	-7
9	Cc1ccccc1NC(=O)NCCC(O)c1cc2ccccc2o1 (configuration not stated)	4
10	COc1c(C)cc(S(=O)(=O)NCCn2nc(-c3ccc(Cl)cc3)ccc2=O)c(C)c1C	-8
11	CC1CCc2c(sc3ncnc(Oc4ccc5ccccc5c4)c23)C1 (configuration not stated)	-5
12	O=C(NN=Cc1cccs1)c1n[nH]c2c1CCC2	-7
13	CCN1CCN(c2nc3ccc(OC(=O)c4ccc(S(=O)(=O)N5CCOCC5)cc4)cc3s2)CC1	-1
14	O=C(CSCc1ccccc1)Nc1nnc(SCC(=O)N2CCCCCC2)s1	-8
15	O=C(Cn1ncccc1=O)N1CCN(c2cc(C(F)(F)F)ncn2)CC1	-9
16	O=S(=O)(CC1CCCN1S(=O)(=O)/C=C/c1ccccc1)c1ccccc1 (configuration not stated)	-7

Reprinted, nos. 7 to 13
No.	structure	PriA SSB inh
7	CCc1nnc(C2CCN(S(=O)(=O)c3ccc(F)cc3)CC2)s1	-5&-4
8	CNC(=O)c1cccc(-c2noc(C3CN(C(=O)Nc4ccc(Cl)c(Cl)c4)C3)n2)c1	-7
9	Cc1ccccc1NC(=O)NCCC(O)c1cc2ccccc2o1 (configuration not stated)	4
10	COc1c(C)cc(S(=O)(=O)NCCn2nc(-c3ccc(Cl)cc3)ccc2=O)c(C)c1C	-8
11	CC1CCc2c(sc3ncnc(Oc4ccc5ccccc5c4)c23)C1 (configuration not stated)	-5
12	O=C(NN=Cc1cccs1)c1n[nH]c2c1CCC2	-7
13	CCN1CCN(c2nc3ccc(OC(=O)c4ccc(S(=O)(=O)N5CCOCC5)cc4)cc3s2)CC1	-1

(list continues)
No.	structure	PriA SSB inh
17	COC(=O)c1ccc(C(=O)NC2CCN(c3nccs3)CC2)cc1	-12
18	O=C(C[n+]1ccc(C(=O)NN=Cc2ccc(Cl)cc2Cl)cc1)c1ccccc1	22
19	COc1ccc(CNC(=O)N(c2ccccc2)c2ccccc2)c(OC)c1	15
20	Cc1ccccc1-n1nnc(C(=O)NCc2c(C)noc2C)c1-c1ccncc1	1
21	COC(=O)c1ccc(NC(=O)c2nc(S(C)(=O)=O)ncc2Cl)cc1	-1
22	CN(Cc1ccco1)S(=O)(=O)c1ccc(C(=O)Nc2ccc3c(c2)OCO3)cc1	-11
23	CN(C)CCCN(C(=O)COc1ccc(Cl)cc1)c1nc2ccccc2s1	3
24	N#Cc1nccnc1O[C@H]1CCCN(C(=O)c2cc(=O)[nH]c(=O)[nH]2)C1	-13
25	COc1ccccc1-c1cc2c(SCC(=O)Nc3ccc(C(C)=O)cc3)nccn2n1	-15
26	O=c1c2cc(-c3ccc(Cl)cc3)nn2ccn1Cc1cccc(F)c1	4
27	CC(=O)Nc1ccc(C(=O)NCCNC(=O)CC2CCCCC2)cc1	-14
28	Cc1ccc(C)c(NC(=O)CSc2nnc(NC(=O)Cc3cccc4ccccc34)s2)c1	-1
29	O=C(Cc1cccc2ccccc12)NN=Cc1ccc(O)c([N+](=O)[O-])c1	11
30	O=C(Nc1nc(-c2ccccn2)cs1)c1cc(Cl)ccn1	99*
31	O=C(NCC(c1ccco1)N1CCc2ccccc2C1)c1cccs1 (configuration not stated)	1
32	Cc1ccc(C)c(COc2coc(CSc3nncn3C)cc2=O)c1	-8
33	Cn1nc(CN(Cc2ccco2)S(=O)(=O)c2ccccc2F)cc1C1CC1	-4
34	COC(=O)Nc1ccc(S(=O)(=O)NCCn2ccnc2C2CC2)cc1	-2
35	O=C(CSc1nc(CC(=O)NCc2cccs2)cc(=O)[nH]1)NCc1ccc(F)cc1	-11
36	Cc1csc(C(=O)N2CCO[C@H](c3cc(Cl)cc(Cl)c3)C2)c1	-15
37	Cc1noc(-c2ccn3c(CNC(=O)Cc4ccsc4)nnc3c2)n1	-1
38	Cc1cc(C)n(CCC(=O)NN=Cc2ccccc2O)n1	-11
39	CCc1cccc2c(C=NNC(=O)c3cccc(S(=O)(=O)Nc4ccccc4Cl)c3)c[nH]c12	12
40	COc1ccccc1NC(=O)C(N=Nc1ccc(C)c(S(=O)(=O)Nc2ccccc2Cl)c1)=C(C)O	-6
41	CC(C)(C)c1ccc(OCC(=O)NCC[C@H](O)c2ccccc2)cc1	-5
42	O=C(CCNc1n[nH]c(=O)[nH]c1=O)NN=Cc1ccc(C(F)(F)F)cc1	-5
43	O=C(Nc1nc(-c2ccc3c(c2)OCCO3)cs1)c1c(F)cccc1F	-3
44	Cc1cccc(C)c1NC(=O)CSc1nccn2nc(-c3ccc(F)cc3)cc12	-18
45	COc1cc([C@H]2C(C(=O)Nc3ccccc3)=C(C)Nc3nc(CCCO)nn32)cc(OC)c1OC	-3
46	CC(O)(CNC(=O)Nc1ccccc1Cl)Cc1ccco1 (configuration not stated)	-7
47	COc1ccccc1Nc1nnc(CC(=O)N2CCN(c3ccccc3)CC2)s1	-34
48	O=C(CC1Sc2ccccc2NC1=O)Nc1cccc(SC(F)(F)C(F)(F)C(F)(F)F)c1 (configuration not stated)	10
49	NNCCN1CCOCC1	21
50	CN(C)c1cccc(C(=O)N2Cc3cnc(N4CCOCC4)nc3C2)c1	2
51	O=C(Nc1nc2ccccc2[nH]1)[C@H]1CCCN(c2ccc(-n3cncn3)nn2)C1	3
52	O=C(CSCc1ccccc1)NCC1(c2ccsc2)CCCC1	-15
53	CCOc1ccc(CC(=O)Nc2nc(-c3ccccc3)c(C(=O)c3ccccc3)s2)cc1	-4
54	COc1cc(C=NN2C(=O)c3ccccc3NC2(C)c2cccc([N+](=O)[O-])c2)cc(Br)c1O (configuration not stated)	27
55	CS(=O)(=O)N1CCC(C(=O)Nc2nccs2)CC1	-11
56	Cc1cc(C)cc(OCCNC(=O)c2ccc(F)cc2F)c1	-21
57	CSc1cccc2sc(N3CCN(C(=O)c4cc(-c5ccccc5)on4)CC3)nc12	17
58	COc1ccccc1NC(=O)N1CCC(n2ccnn2)C1 (configuration not stated)	-13
59	Cc1ccc(-n2c(=O)cc(N3CCN(c4ccccc4Cl)CC3)[nH]c2=O)cc1	-8
60	CC1=CC(=NNc2ccccc2[N+](=O)[O-])CC(C)(C)C1	117*
61	Cc1ccccc1NC(=O)NCc1sc(-c2ccccc2C)nc1C	-8
62	CC(=O)C(N=Nc1cccc(C(F)(F)F)c1)=C(C)O	-3
63	O=C(CCSc1ccccc1)N1CC(c2nc(-c3ccsc3)no2)C1	-17
64	COc1ccc(C(N)=NOC(=O)CN(C)S(=O)(=O)c2ccc(C)cc2)cc1	-25
65	OCC(O)C=NNc1nc(Nc2ccccc2)nc(Nc2ccccc2)n1 (configuration not stated)	-8
66	CC(=O)Nc1onc2c1CCC2	-8
67	Cc1ccc(Cn2ccn3nc(-c4ccc(F)cc4)cc3c2=O)c(C)c1	3
68	CCOCCCNC(=O)c1c(N)n(Cc2ccco2)c2nc3ccccc3nc12	-43
69	O=C(CSc1nnc(CCc2nc3ccccc3s2)o1)N1CCN(c2ncccn2)CC1	-15
70	COc1ccc(-c2n[nH]n3c2nc(=O)c2ccc(C(=O)NCCc4ccc(OC)c(OC)c4)cc23)cc1	8
71	C=CCn1c(SCC(=O)Nc2cccc(OC)c2)nc2scc(-c3ccccc3Cl)c2c1=O	-8
72	CCN1CCN(CC(=O)Nc2ccc(C)cc2)C(=O)C1=O	-19&-7

Looked up above.
PriA SSB inh result of compound 52 is entered as -15
PriA SSB inh result of compound 29 is entered as 11
PriA SSB inh result of compound 11 is entered as -5
PriA SSB inh result of compound 13 is entered as -1

(cont.)
No.	structure	PriA SSB inh
73	Cc1cc([N+](=O)[O-])cc([N+](=O)[O-])c1NC1CCCCC1	52
74	C[C@@H](C(=O)Nc1nccs1)n1nnc2ccccc2c1=O	-9
75	Cc1ccc(-n2nc(C)c(C=NNC(=O)c3cccnc3)c2Cl)cc1	-5
76	O=C(Nc1ncc(Cc2cccc(Cl)c2)s1)c1ccccc1Br	1
77	Cc1nc(SCc2ccccc2F)[nH]c(=O)c1CC(=O)NCc1ccncc1	-1
78	C[C@](O)(CNC(=O)c1cc(C2CC2)on1)c1cc2ccccc2s1	-9
79	COC(=O)c1ccc(C(=O)N2C3CCC2CC(S(=O)(=O)c2ccccc2)C3)cc1 (configuration not stated)	-11
80	Cn1ccnc1SCC1CCN(C(=O)c2ccccc2Br)CC1	-2
81	Cn1nc(C(=O)N2CCc3nc4ccc(F)cn4c(=O)c3C2)c2ccccc21	-5
82	[O-]C(=C(C(=S)Nc1ccc(SC(F)F)cc1)[n+]1ccccc1)c1ccc(Cl)cc1Cl	26
83	COc1ccc(C)cc1S(=O)(=O)N1C2CCC1CC(SC)C2 (configuration not stated)	0
84	COC(=O)c1ccsc1NC(=O)c1ccn(C)n1	-8
85	COc1ccccc1[C@H](CNC(=O)Cc1c(F)cccc1Cl)OC	-8
86	Cc1ccc(S(=O)(=O)N2CCCc3ccc(NC(=O)C(=O)Nc4ccc(C)c(F)c4)cc32)cc1	-12
87	O=C(Nc1ccc2c(c1)OCO2)N1CCn2cccc2[C@H]1c1ccc(F)c(F)c1	33*
88	CN(C)c1ccc(CCNC(=O)C(=O)Nc2ccc3c(c2)OCO3)cc1	-2
89	O=C(CSc1nnc(NC(=O)c2ccccc2)s1)NCCc1ccccc1	-11
90	Nc1c(S(=O)(=O)c2cccs2)c2nc3ccccc3nc2n1N=Cc1cccc(O)c1	-19
91	O=C(Cc1ccc(NS(=O)(=O)Cc2ccccc2Cl)cc1)N1CCCC1	-5
92	Cc1cc(C(=O)NN=Cc2cc(Br)c(Br)o2)n[nH]1	-2
93	O=C(CN1CCN(C(=O)N2CCCCC2)CC1)Nc1cc(Cl)ccc1Cl	-10
94	CCN(CC(O)COC1CC2CCC1(C)C2(C)C)C1CCCCC1 (configuration not stated)	11
95	O=C(CCN1CCN(c2ccccc2)CC1)N1N=C(c2ccc(Br)cc2)C[C@H]1c1ccc(Br)cc1	5
96	O=C(N1CCN(CC(O)c2cccs2)CC1)C1(c2ccc(Cl)cc2)CCCC1 (configuration not stated)	0
97	O=C(Nc1nc(-c2ccc(Cl)s2)cs1)c1ccc2c(c1)OCCO2	2
98	Cn1nc(CNC(=O)c2c(F)cccc2F)cc1C1CC1	-6
99	O=C(O)c1cn[nH]c1S(=O)(=O)N1CCSCC1	-11
100	CCOc1cccc2sc(N(CCN(CC)CC)C(=O)c3ccc(S(=O)(=O)N(C)c4ccccc4)cc3)nc12	14
101	Cn1nc(CNC(=O)C2CC=CCC2)c2c1CCCC2 (configuration not stated)	-13
102	CCOc1cc(C=NNC(=O)c2ccc(N(C)S(=O)(=O)c3ccccc3)cc2)ccc1OC	0
103	O=C(NCc1ccc(F)cc1)NNC(=O)c1cccn(Cc2cccc(F)c2)c1=O	-14
104	COc1ccc(Nc2cc(C)nc3c(C)ccc([N+](=O)[O-])c23)cc1	112*
105	O=C(CCCc1ccccc1)NCCOc1ccc2nnc(-c3ccccc3)n2n1	-14
106	C=C(C)CSc1nncn1N=Cc1ccc(OC)cc1	-17
107	O=C(Cc1ccc(Br)c2ccccc12)NN=Cc1ccccn1	2
108	NC(=NOC(=O)c1cc(Cl)ccc1Cl)c1ccccn1	-19
109	O=C(CSc1nc(-c2ccccc2)cc(=O)[nH]1)Nc1oncc1-c1ccc(F)cc1	-15
110	O=C(COc1ccc(Cl)cc1)NCCOc1cccc(C(F)(F)F)c1	-31
111	CC(CCc1ccco1)Nc1ncc2c(=O)n(-c3ccccc3)c(=O)[nH]c2n1 (configuration not stated)	-9
112	CCC(=CC(=O)c1ccncc1)Nc1ccc(O)cc1	10
113	COc1ccccc1C(=O)ON=C(c1ccccc1)c1ccncc1	6
114	CCN(CC)CCN(C(=O)c1ccc(S(=O)(=O)N2CCCc3ccccc32)cc1)c1nc2ccc(C)cc2s1	10
115	COc1ccc(-c2ccnc3nc(N=CN(C)C)nn23)cc1	-11
116	Cc1nn(-c2ccccc2)c(Cl)c1C=NNC(=O)c1ccn[nH]1	1
117	O=C(NCC1CCN(c2nc3ccccc3s2)CC1)c1c(F)cccc1Cl	-2
118	CC1(C)C2CCC1(CS(=O)(=O)NCc1ccc(C(=O)c3ccco3)s1)C(=O)C2 (configuration not stated)	2
119	O=C(Nc1cc(Cl)ccc1O)c1cnn2c1OCCC2	-9
120	O=C(Cc1csc(NC(=O)Nc2cccc(Cl)c2)n1)NCc1cccs1	5
121	Cc1noc(C)c1CCC(=O)N1CCSC(c2ccco2)CC1 (configuration not stated)	0
122	COc1ccc(C=NNc2nc(=O)[nH]nc2C)cc1[N+](=O)[O-]	-9
123	COC(=O)c1ccc(C(=O)Nc2nnc(-c3ccc4c(c3)CCCC4)o2)cc1	38*
124	COc1ccccc1Nc1c2c(nc3ccccc13)CCCC2	21
125	O=[N+]([O-])c1ccc(NS(=O)(=O)CCCS(=O)(=O)Nc2ccc([N+](=O)[O-])cc2)cc1	24
126	C=CCN1C(=O)/C(=C/c2ccc(OC)c(OC)c2)SC1=NS(=O)(=O)c1ccc(F)cc1	11
127	COc1ccc(NC(=O)CCCn2nc(-c3ccco3)ccc2=O)cc1OC	-8
128	Cc1nc2c(ccc3nc(NC(=O)c4cccc(C(F)(F)F)c4)sc32)s1	-25&-4
129	COc1cc(COCC2CCN(S(=O)(=O)c3ccc(NC(C)=O)cc3)CC2)cc(OC)c1	-28
